RGS8-Gao – human RGS8-Galphao interaction regulation | P09471 | multiplexed bead flow cytometry, RGS8-Galphao binding; actives lie on both sides | response (percent of control binding), % at 10 µM | 220,000 compounds, 0.34% hits; in the data active = response below about 60% or above about 140%; inactive = in between;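 also: Galphao activated as the GDP aluminium fluoride complex binding bead-coupled RGS8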
ABCG2 inh – human ABCG2 inhibition, ABCB1 as counter-screen; AID 1325; IgMXP3 cells, JC-1 efflux, flow cytometry; inhibition, % at 6.6 µM; Q9UNQ0; 190,000 compounds, 0.1% hits;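 active = inhibition above 80%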;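 also: 0% = DMSO and 100% = nicardipine control wells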
Target sequence (Q9UNQ0 whole entry, looked up): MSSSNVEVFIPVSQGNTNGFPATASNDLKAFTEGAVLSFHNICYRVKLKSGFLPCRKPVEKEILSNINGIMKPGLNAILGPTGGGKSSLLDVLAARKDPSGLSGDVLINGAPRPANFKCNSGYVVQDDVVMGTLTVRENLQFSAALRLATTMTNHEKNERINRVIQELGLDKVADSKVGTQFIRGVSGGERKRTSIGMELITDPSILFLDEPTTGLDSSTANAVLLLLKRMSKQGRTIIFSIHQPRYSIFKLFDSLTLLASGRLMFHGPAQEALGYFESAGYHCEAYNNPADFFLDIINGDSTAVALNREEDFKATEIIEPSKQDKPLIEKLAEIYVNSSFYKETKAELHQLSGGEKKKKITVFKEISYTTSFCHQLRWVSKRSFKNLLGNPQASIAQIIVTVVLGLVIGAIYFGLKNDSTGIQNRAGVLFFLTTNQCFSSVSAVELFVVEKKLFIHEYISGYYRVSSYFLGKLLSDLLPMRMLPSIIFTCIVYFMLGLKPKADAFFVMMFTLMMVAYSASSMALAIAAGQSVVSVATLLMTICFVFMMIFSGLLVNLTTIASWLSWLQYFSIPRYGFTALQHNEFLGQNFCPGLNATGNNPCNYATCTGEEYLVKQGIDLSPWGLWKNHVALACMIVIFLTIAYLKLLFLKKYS
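Test system: IgMXP3 (ABCG2) plus far-red-tagged CCRF-Adr (ABCB1) cells / Amount: 3 million cells/mL in well / Reagent: JC-1 transporter substrate / Timing: 10 min compound exposure, 25 °C / Signal: flow cytometry, 530 nm JC-1 signal / Read-out: percent efflux inhibition, scaled nicardipine 100% to DMSO 0% / Benchmarks: nicardipine as high control, DMSO as low control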
Mcl1 Bid PPI – disrupts binding of human Mcl-1 to Bid peptide | TR-FRET Mcl-1/Bid-Dy647 peptide binding, 1536-well | inhibition, % at 21.7 µM | 220,000 compounds, 0.97% hits | Q07820;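 active = compounds that cut the binding signal by more than half at the single screening dose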;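 also: His-tagged Mcl-1 with europium anti-His antibody binding Bid BH3 peptide; 0% = Mcl-1 plus peptide wells and 100% = peptide-only wells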
Target sequence (Q07820 whole entry, looked up): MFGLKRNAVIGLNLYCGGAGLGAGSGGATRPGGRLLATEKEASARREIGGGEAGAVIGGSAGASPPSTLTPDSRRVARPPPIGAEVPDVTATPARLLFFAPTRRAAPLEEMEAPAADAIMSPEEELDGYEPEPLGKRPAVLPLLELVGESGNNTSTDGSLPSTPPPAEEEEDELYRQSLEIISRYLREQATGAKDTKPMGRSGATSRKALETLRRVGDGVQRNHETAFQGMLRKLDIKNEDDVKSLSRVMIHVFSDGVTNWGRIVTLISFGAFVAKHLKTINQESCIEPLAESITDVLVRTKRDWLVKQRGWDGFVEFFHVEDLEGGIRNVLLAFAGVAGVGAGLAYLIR
Mcl1 Noxa PPI – Mcl-1/Noxa interaction inhibition; 220,000 compounds, 1.5% hits; TR-FRET Mcl-1/Noxa peptide binding, 2 h; inhibition, % at 21.7 µM;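 active = compounds that cut the protein-peptide binding signal by more than 50% relative to plate controls in a single-dose test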;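 also: His-tagged Mcl-1 with rhodamine Noxa BH3 peptide and terbium anti-His antibody; 0% = Mcl-1 plus Noxa peptide wells and 100% = peptide-only wells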
RGS7-Gao reg – modulates binding of RGS7 to human Galphao | binding response (% of control), % at 10 µM | P09471 | AID 1439 | 220,000 compounds, 0.35% hits | Multiplexed bead flow cytometry; actives lie on both sides; in the data active = binding response below about 49% or above about 150%; inconclusive = no clear call, values can overlap the other calls; inactive = in between;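 also: fluorescent Galphao held in activated GDP-AlF4 state binding bead-coupled RGS7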
Bim-Mcl-1 – human Bim-Mcl-1 interaction inhibition; inhibition, % at 10 µM; Q07820; 190,000 compounds, 0.1% hits; Bead-based flow cytometry, Bim peptide-Mcl-1 binding; AID 1009; in the data active = inhibition above about 40%;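 also: 0% = no compound tracer wells and 100% = peptide blocker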
Avidin bead fluor – compound fluoresces at 488/530 nm on avidin beads; compound fluorescence 488/530 nm, flow cytometry; active compounds read high; fluorescence (KMESF) at 10 µM; AID 1775; 220,000 compounds, 0.38% hits; in the data active = fluorescence above about 47; also: inactives centre near 10
ABCB1 inh – blocks JC-1 efflux by human ABCB1 transporter. P08183. CCRF-Adr cells, flow cytometry. inhibition, % at 6.6 µM. 190,000 compounds, 0.067% hits; in the data active = inhibition above about 40%;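 also: 0% = vehicle and 100% = reference inhibitor; higher value means more JC-1 retained so stronger ABCB1 efflux block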
RGS4-Gao reg – modulates binding of RGS4 to human Galphao | P09471 | Multiplexed bead flow cytometry; actives lie on both sides | binding response (% of control), % at 10 µM | 220,000 compounds, 0.33% hits; in the data active = binding response below about 49% or above about 150%; inactive = in between;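 also: fluorescent Galphao activated with aluminum fluoride binding bead-coupled RGS4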
GSH fluor – compound fluoresces at 488/530 nm on GSH beads; GSH beads flow cytometry, compound fluorescence 488/530 nm; active compounds read high; fluorescence (KMESF) at 10 µM; 190,000 compounds, 0.25% hits; in the data active = fluorescence above about 89;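 also: glutathione beads carrying GST-tagged Bcl family fusion proteins plus one bare bead set; values are compound well signal with DMSO vehicle wells as background; inactives centre near 16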
Pf gamet viab – inhibitors of late stage P. falciparum gametocyte viability. inhibition, % at 10.9 µM. 150,000 compounds, 0.065% hits. P. falciparum stage V gametocytes, ATP luminescence, 24 h;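 active = inhibition above the mean plus 3 SD of compounds within the control limits, set per campaign, cut at about 38% in these data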;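 also: 0% = DMSO wells and 100% = medium only without gametocytes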
* = called active by the depositor; u = inconclusive; x = not tested or not shown. Compounds as they come; any-hit rate near 3.3%.

Structure	RGS8-Gao	ABCG2 inh	Mcl1 Bid PPI	Mcl1 Noxa PPI	RGS7-Gao reg	Bim-Mcl-1	Avidin bead fluor	ABCB1 inh	RGS4-Gao reg	GSH fluor	Pf gamet viab
COC(=O)/C=C1\SC(N)=NC1=O	105	x	-7	6	u	x	8	x	108	x	21
C/C(=N\NC(=O)c1c(C)nc2ccccn12)c1ccc(N2CCOCC2)cc1	96	2	-32	2	u	0	11	-0.5	95	13	-10
Cc1nnc2c(NC(C)C)nc3ccccc3n12	102	1	-9	-7	104	1	12	0.1	104	6	x
O=C(Nc1ccccc1C(F)(F)F)NC1CCCCCCC1	100	17	-13	-4	98	-3	14	0.6	98	33	x
Cc1cc(C)n(CC(=O)n2c(C)c(C)c3ccccc32)n1	101	1	-15	-1	98	0	5	-0.3	97	16	-11
O=C(Cn1nnc2ccccc2c1=O)NC1CCCc2ccccc21 (stereo unspecified)	98	0	-24	17	100	-2	8	0.5	92	23	x
CCOC(=O)N1CCC(NC(=O)CCN2C(=O)C3C4C=CC(C4)C3C2=O)CC1 (stereo unspecified)	97	12	-22	6	95	-1	25	0.6	92	22	-19
CCOC(=O)c1cnc(SC2CC(=O)N(c3ccc(OC)c(OC)c3)C2=O)nc1N (stereo unspecified)	102	2	-45	-3	100	0	4	0.7	103	38	23
O=C(NCc1ccccn1)c1ccc(Br)s1	99	6	-25	-58	97	-3	9	0.7	93	51	11
Cc1ccc(N2C(=O)c3ccccc3C2=O)cc1	100	x	-23	-1	u	x	6	x	100	x	12
COc1c(C)cc(Br)cc1C(=O)O	100	2	-5	12	101	0	11	0.2	98	24	11
CC1SC(C)C(=O)N(CC(=O)NC2CCCCC2)C1=O (stereo unspecified)	100	0	-18	7	99	-3	9	-0.1	99	23	-3
CSc1nc(-c2ccc(Cl)cc2)nn1S(=O)(=O)c1ccccc1	105	0	8	-5	107	-10	6	0.1	105	22	-1
COCCn1c(SCc2cc(=O)n3cc(C)ccc3n2)nc2ccccc2c1=O	102	0	-9	-2	u	3	9	2.2	102	14	x
CCOc1ccc(NC(=O)c2cc(F)c(F)cc2Cl)cc1OCC	98	11	-19	11	u	1	12	0.8	98	13	x
Cc1nc(SCC(=O)Nc2c(C)n(C)n(-c3ccccc3)c2=O)[nH]c(=O)c1Cc1ccccc1	100	2	-52	16	99	-1	14	0.6	96	64	-18
Cc1ccc(CC(=O)N2CC(C)OC(C)C2)cc1 (stereo unspecified)	102	0	3	-11	103	1	36	0.2	100	14	x
O=C(OCc1cncs1)c1ccccc1	99	7	-24	13	96	0	11	2.3	103	14	x
CN(C)S(=O)(=O)c1ccc(NC(=S)NC(=O)c2ccc(Br)o2)cc1	106	14	-4	8	100	-2	14	-0.7	101	12	1
COc1cc(/C=C(/NC(=O)c2ccc(Cl)cc2Cl)C(=O)O)cc(OC)c1OC	76	18	7	17	99	-2	2	3.3	93	9	8
c1ccc(CCc2nn3c(Cn4nnc5ccccc54)nnc3s2)cc1	95	-2	-21	13	96	5	8	0.1	94	18	x
CCC(=O)Nc1cccc(-c2nc3ccccc3c(=O)o2)c1	100	5	8	0	101	-1	17	0.9	99	6	x
NS(=O)(=O)c1ccc(CNC(=O)CCSCCC(=O)NCc2ccc(S(N)(=O)=O)cc2)cc1	93	0	-24	2	91	-2	19	0.1	95	13	-20
CC(C)CN1CCN(Cc2nc3ccccc3s2)CC1CCO (stereo unspecified)	99	-1	-12	8	101	0	13	-0.2	104	14	-21
CC1CC(C)CN(C(=O)/C(=C\c2ccccc2)c2ccccc2)C1 (stereo unspecified)	95	6	-23	6	94	-2	16	x	93	9	-1
COCCCNC(=O)CCn1c(=O)c2ccccc2n(Cc2cccc([N+](=O)[O-])c2)c1=O	100	9	1	11	100	-1	17	0.5	100	11	-1
Cc1c(CCO)c(=O)n(C)n1C(=O)c1ccc(F)cc1	102	6	-30	8	101	-2	7	3.2	100	32	-14
Nc1nonc1C(=O)NCCNCc1ccccc1	101	10	4	-37	99	-3	35	0.4	103	27	x
CCOC(=O)c1ccc(NC(=S)N2CCSC2c2ccc(Br)cc2)cc1 (stereo unspecified)	104	3	-44	9	100	-7	12	0.9	99	5	14
CS(=O)(=O)N(CC(=O)N1CCCCCC1)c1ccccc1	104	-1	-24	1	108	-2	10	-0.1	105	14	7
Cc1nnsc1S(=O)(=O)Cc1ccccc1C(F)(F)F	102	11	-29	8	104	0	10	1.0	106	21	1
CCNc1nc(NC(C)C)nc(OCC)n1	95	5	-32	4	97	0	10	1.1	96	37	x
CCn1c(SCC(=O)N/N=C/c2ccc(OC)c(OC)c2)nc2ccccc21	100	13	26	6	100	1	26	1.2	102	23	-4
CC(=O)N/N=C/c1c(C)[nH]n(-c2ccccc2)c1=O	97	2	-66	-21	92	-1	10	1.0	95	11	x
CCOC(=O)CNC(=O)c1ccc(Br)s1	104	x	-20	-30	u	x	x	x	104	x	12
CNC(=S)N/N=C/c1cn(Cc2ccc(C)cc2)c2ccccc12	111	2	-35	-15	105	-9	19	0.4	111	13	-14
Cc1nnc(N2C(=O)c3oc4ccccc4c(=O)c3C2c2ccco2)s1 (stereo unspecified)	100	4	-21	21	99	1	7	1.8	99	26	x
COc1ccc(OCCNC(=O)/C=C/c2ccccc2)cc1	106	-1	-30	-5	99	-1	19	-0.4	101	8	17
O=C(O)CCC(=O)N1N=C(c2cccs2)CC1c1cn(-c2ccccc2)nc1-c1ccccc1 (stereo unspecified)	103	3	0	10	107	-2	8	0.5	103	16	x
O=C(NC1CCCCC1)c1sc(N2CCOCC2)nc1-c1ccccc1	102	16	-5	4	100	-4	15	1.7	101	11	-9
O=C(Nc1nc2ccccc2[nH]1)C1CCN(S(=O)(=O)c2cccs2)CC1	104	0	-21	-35	98	1	5	-0.2	101	14	x
C=C(C)c1cccc(C(C)(C)NC(=O)NCc2ccc(OC)c(OC)c2)c1	102	12	-10	-7	100	0	34	2.0	104	18	4
Cn1nc(C(=O)OCc2ccc(Br)cc2F)c2ccccc2c1=O	102	12	14	9	98	-1	9	2.7	100	13	-4
COc1ccc(NC(=O)CN(C)C(C)C(=O)N2CCCCC2)cc1 (stereo unspecified)	103	3	56*	24	105	-3	8	0.6	105	31	-21
O=C(Nc1ncc2c(n1)CC(c1ccco1)CC2=O)c1ccco1 (stereo unspecified)	93	x	5	13	u	x	x	x	91	x	-39
CC(C)c1ccccc1OCCNC(=O)c1cncc(Br)c1	100	7	-22	-3	94	2	11	0.8	98	22	x
Cc1cccc2cc(COC(=O)c3ccco3)c(=O)[nH]c12	102	6	-7	-2	103	-1	15	1.1	102	29	x
Cc1sc2nc(C3CC3)nc(SCC(=O)N3CCc4ccccc4C3)c2c1C	99	1	-6	-23	97	3	8	1.0	94	31	x
Cc1cccc(-c2nc(Nc3ccc(N4CCOCC4)cc3)c3ccccc3n2)c1	101	6	25	82*	96	2	2	3.1	100	6	6
Cc1cccc(Cc2cnc(N3C(=N)SC(C)C3=O)s2)c1 (stereo unspecified)	95	4	-47	-23	85	-3	6	0.6	91	18	26
CC(NC(=O)Nc1nnc(C(F)(F)F)s1)N1C(=O)C2C3C=CC(C3)C2C1=O (stereo unspecified)	102	14	-1	-6	102	-5	37	1.4	103	27	x
O=C(COC(=O)C1c2ccccc2Oc2ccccc21)NC1CCS(=O)(=O)C1 (stereo unspecified)	102	-1	43	9	103	0	7	-0.2	101	19	x
O=C1c2ccccc2C(O)(Cc2ccccc2)N1CCCN1CCOCC1 (stereo unspecified)	99	1	-33	5	97	2	17	0.7	96	37	-13
O=Cc1ccc(OCC(=O)N2CCOCC2)cc1	101	1	-34	-11	105	-2	14	-0.4	102	10	-10
C=CCN=C(C)C1=C(O)CCC1=O	90	1	-2	-14	92	6	11	0.6	90	30	x
CCCn1c(=O)c2ccccc2n2c(Sc3nnnn3-c3ccccc3)nnc12	100	1	-15	-2	103	5	20	0.1	103	12	x
COc1ccc(-c2cc(C(F)F)n3ncc(C(=O)Nc4cnn(Cc5ccccc5)c4)c3n2)cc1	99	2	1	1	105	0	7	1.2	101	18	x
COc1ccc(OC)c(-n2c(CNC3CCN(Cc4ccccc4)CC3)nc3ccccc3c2=O)c1	128	3	3	14	123	-1	9	0.3	122	36	x
O=[N+]([O-])c1cccc(S(=O)(=O)N/N=C/c2ccc(O)cc2)c1	100	0	-28	12	92	3	5	-0.1	100	10	6
Cc1cc(C)nc(-n2nc(C)c3c(=O)[nH]c(C(F)(F)F)nc32)n1	101	1	4	11	103	-2	10	0.2	102	30	x

Compound profiles, as listed above. Order of screens: RGS8-Gao | ABCG2 inh | Mcl1 Bid PPI | Mcl1 Noxa PPI | RGS7-Gao reg | Bim-Mcl-1 | Avidin bead fluor | ABCB1 inh | RGS4-Gao reg | GSH fluor | Pf gamet viab
Cc1sc2nc(C3CC3)nc(SCC(=O)N3CCc4ccccc4C3)c2c1C across the screens: 99 | 1 | -6 | -23 | 97 | 3 | 8 | 1.0 | 94 | 31 | x
Nc1nonc1C(=O)NCCNCc1ccccc1 across the screens: 101 | 10 | 4 | -37 | 99 | -3 | 35 | 0.4 | 103 | 27 | x

Following part
Structure	RGS8-Gao	ABCG2 inh	Mcl1 Bid PPI	Mcl1 Noxa PPI	RGS7-Gao reg	Bim-Mcl-1	Avidin bead fluor	ABCB1 inh	RGS4-Gao reg	GSH fluor	Pf gamet viab
CC(=O)Nc1cccc(S(=O)(=O)N2CCCCCC2)c1	97	2	-6	11	100	-2	34	0.4	98	17	x
Cc1c(C(=O)CN2CCSCC2)c2ccccc2n1C	99	2	-40	17	96	-5	20	0.2	109	9	x
C=CCSc1nc(N)cc(=O)[nH]1	99	x	-11	-15	u	x	4	x	98	x	12
Cc1c(-c2nnnn2-c2ccc(F)cc2)cnc2cc3c(cc12)OCO3	100	2	-2	x	102	-1	11	0.3	101	38	x
COc1ccc2[nH]c(=O)c(CN(CCCN3CCOCC3)C(=O)NCc3ccccc3)cc2c1	114	-8	-25	7	111	-6	5	-2.5	114	11	x
C/C=C/c1ccc(OCCn2cncn2)c(OC)c1	99	2	10	14	100	3	8	0.3	100	53	x
COC(=O)C(Cc1cncn1COCc1ccccc1)NC(=O)OC(C)(C)C (stereo unspecified)	97	2	7	16	91	-2	15	0.4	90	11	x
Cc1cc(C)nc(SCCN(C)C)n1	101	4	-29	23	98	1	11	0.8	103	12	0
N#C/C(=C(/O)CO/N=C/c1ccccc1Cl)c1nc2ccccc2[nH]1	99	x	13	22	u	x	9	x	97	x	8
O=C(Cc1ccc2c(c1)OCCO2)N1CCN(S(=O)(=O)c2ccccc2C(F)(F)F)CC1	116	7	-19	16	117	3	11	1.5	113	7	-5

Screening data from PubChem BioAssay.
